12-LOX inh = ALOX12 (human) lipoxygenase inhibition; P18054; purified 12hLO, xylenol orange hydroperoxide absorbance; Potency, µM (top dose mostly 108 µM), for the others: at the top dose activity change, negative = inhibition, most hits filed as inhibitors; hit rate 1.1% among 580,000; active means well fitted inhibition curve with a large enough effect; inconclusive means small, poorly fitted or top-dose-only effect, or another doubt; inactive means no such curve, though single readings can be large or run the other way
Target sequence (P18054 whole entry, looked up): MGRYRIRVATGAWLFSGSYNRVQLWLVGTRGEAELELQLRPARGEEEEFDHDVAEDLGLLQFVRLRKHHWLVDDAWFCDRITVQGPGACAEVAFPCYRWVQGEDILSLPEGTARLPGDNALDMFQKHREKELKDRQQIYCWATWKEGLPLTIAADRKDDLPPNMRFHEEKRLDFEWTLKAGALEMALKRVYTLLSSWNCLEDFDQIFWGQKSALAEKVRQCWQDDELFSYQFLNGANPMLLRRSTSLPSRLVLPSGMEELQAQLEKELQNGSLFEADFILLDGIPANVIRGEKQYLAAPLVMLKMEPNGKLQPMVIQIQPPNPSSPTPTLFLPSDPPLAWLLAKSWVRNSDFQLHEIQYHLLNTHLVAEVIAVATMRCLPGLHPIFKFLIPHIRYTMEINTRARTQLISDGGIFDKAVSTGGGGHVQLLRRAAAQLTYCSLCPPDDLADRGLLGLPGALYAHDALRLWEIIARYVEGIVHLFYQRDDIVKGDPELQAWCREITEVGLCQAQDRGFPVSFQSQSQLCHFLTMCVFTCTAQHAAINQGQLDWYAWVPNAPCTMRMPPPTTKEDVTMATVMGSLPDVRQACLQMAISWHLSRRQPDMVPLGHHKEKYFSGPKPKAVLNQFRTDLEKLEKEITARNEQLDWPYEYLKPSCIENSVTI
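Hydroperoxide product was detected by ferrous iron/xylenol orange as the 573 to 405 nm absorbance ratio. Arachidonic acid at 40 uM (final) was turned over for 30 min at room temperature by 150 nM human 12hLO, pH 7.0 Hepes buffer, after 15 min compound preincubation.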
* hit, by the source's call; ? = inconclusive; [ ] = dose if it differs, or a comment. On the % scale 0 is the no-effect control and ±100 the full control effect; potency means the concentration at half of the fitted maximal effect.

item	12-LOX inh	Structure
1	27%	CCc1cc(=O)n(CC(=O)Nc2cc(Cl)ccc2C)c(N2CCOCC2)n1
2	76%[activator]	COCC(=O)NC[C@H]1CCN(Cc2sccc2C)C[C@H]1N(C)C
3	?	CCCn1c(SCc2ccccc2Cl)nc2c1c(=O)[nH]c(=O)n2C
4	27%	COc1ccc(NC(=O)N2CCCC(c3nc(C4CCOCC4)no3)C2)cc1 (stereo not drawn)
5	?	O=C(NCCc1nc(-c2cccnc2)n[nH]1)C1CNCCO1 (stereo not drawn)
6	?	Cc1oc2c(c1C(=O)N1CCOCC1)CN(CCC(C)C)CC2
7	57%	O=C(NN=C1CCCC1)c1ccc(CSc2cccc3cccnc23)cc1
8	48%[activator]	O=C(Nc1ccc(F)c(F)c1)C1CCN(C(=O)c2ncn3c2COC(c2ccc(F)cc2)C3)CC1 (stereo not drawn)
9	-24%	O=C(NCCc1ccc(Cl)cc1)c1ccncc1
10	-51%	CCCC(=O)n1nc(-c2cccs2)nc1NCc1ccc(C)o1
11	19%	COc1ccc(C2Cn3cnc(C(=O)N4CCC(C(=O)Nc5ccc(C)cc5C)CC4)c3CO2)cc1 (stereo not drawn)
12	?	Cc1ccc(CNC(=O)C(C)N2CCN(c3ccc([N+](=O)[O-])c4cnccc34)CC2)cc1 (stereo not drawn)
13	18%	CC(C(=O)NCc1nnc2ccc(-c3ccccc3)nn12)c1ccccc1 (stereo not drawn)
14	4%[176 µM]	Cc1ccc(CN2CC[C@@H]3[C@H]2C(=O)NC[C@H](CCC(=O)N2CC[C@@H](O)C2)N3C)cc1
15	43%[activator]	Cn1cnc2c1c(=O)n(CCCOc1ccccc1C#N)c(=O)n2C
16	?	O=c1n(-c2cccc(Cl)c2)nc2n1CCN([S+](=O)([O-])c1cccs1)C2
17	105%[activator]	COCC(=O)N[C@@H]1CN(Cc2ccc(C)cn2)C[C@H]1CO
18	?	CCCCNC(=O)c1cc(-c2ccc(OC)cc2)nc2ccccc12
19	-1%	CN1[C@H]2CC[C@@H]1CN(C(=O)c1cc(-c3ccc(O)cc3)n[nH]1)CC2
20	?	C=C(C)CN1CCN(CCC(=O)O)CC1
21	1%	Cc1cccc(OCCNC(=O)Cc2n[nH]c(=O)c3ccccc23)c1
22	10%	COCCn1c(C(=O)NCc2ccccc2)nc2ccccc2c1=O
23	6%	CCCCCC(=O)Nc1nc2c(s1)C[C@@H]1[C@](C)(CO)[C@H](O)CC[C@@]1(C)[C@@H]2CC(=O)NC1CC1
24	10%	O=C(c1ccsc1)N1CCC(N(C(=O)C2CC2)C2CCOCC2)CC1
25	6%	CC(C)CNC(=O)c1nc(CC(=O)Nc2cccc3ncccc23)no1

Next part, starting with the last six of the part before.
item	12-LOX inh	Structure
20	?	C=C(C)CN1CCN(CCC(=O)O)CC1
21	1%	Cc1cccc(OCCNC(=O)Cc2n[nH]c(=O)c3ccccc23)c1
22	10%	COCCn1c(C(=O)NCc2ccccc2)nc2ccccc2c1=O
23	6%	CCCCCC(=O)Nc1nc2c(s1)C[C@@H]1[C@](C)(CO)[C@H](O)CC[C@@]1(C)[C@@H]2CC(=O)NC1CC1
24	10%	O=C(c1ccsc1)N1CCC(N(C(=O)C2CC2)C2CCOCC2)CC1
25	6%	CC(C)CNC(=O)c1nc(CC(=O)Nc2cccc3ncccc23)no1
26	-1%	COc1cc(-c2nc3c4c5c(sc4ncn3n2)COC(C)(C)C5)ccc1O
27	?	O=C(O)CCC(=O)NCCCN1CCOCC1
28	-20%[176 µM]	COc1cccc(Nc2cnc3ccc(-c4ccc(OC)c(OC)c4)nn23)c1
29	0%	O=c1[nH]c(SCc2ccc(F)cc2)nc2c1cnn2CCO
30	-15%	Cc1ccc(C)c(NC(NC(=O)c2cccc(Cl)c2)C(Cl)(Cl)Cl)c1 (stereo not drawn)
31	30%	COc1ccc(CCC(=O)N2CCC(Cc3nc(-c4ccc(F)cc4)no3)CC2)cc1
32	6%	CCN(C(=O)CN1C(=O)C(c2ccccc2)=NC12CCCCC2)c1cccc(C)c1
33	?	CCOc1ccc(NC(=O)C(C)Oc2cc(C)cc(C)c2)c2cccnc12 (stereo not drawn)
34	-11%	Cc1c(CC(=O)NCc2ccc3c(c2)OCO3)c(=O)oc2cc(O)c(Cl)cc12
35	?	O=C(Nc1cccc(-c2ccc(N3CCOCC3)nn2)c1)Nc1cc(F)ccc1F
36	-6%	Cc1ccc2c(C(=O)O)cc(NC(=O)C3CCC3)cc2n1
37	-1%	Cc1cc(C)n(CC(=O)N2CCCC(C)(Cc3ccc4c(c3)OCO4)C2)c(=O)n1 (stereo not drawn)
38	?	Cc1ccc(C(CNC(=O)c2cc(=O)c3cc(Br)ccc3o2)N(C)C)o1 (stereo not drawn)
39	?	CN(C)c1ccc(-c2nccc(NCc3cccs3)n2)cc1
40	0%	CC(C)n1cnnc1-c1nn(C)c2c1CN(C(=O)Cc1c[nH]c3ccccc13)CC2
41	?	O=C(O)c1cc(-c2ccccc2)nc2nc(N3CCCCC3)sc12
42	43%	Cc1cccc(-n2nc(-c3c(C)nc4scc(CC(=O)NCCC(C)C)n4c3=O)cc2C)c1
43	41%[activator]	Cc1cc(C)n(CCC(=O)N2C[C@@H](CO)[C@H](c3nc(C)no3)C2)n1
44	?	Nc1nc(COc2ccccc2C(=O)NCc2ccccc2)nc(Nc2ccc(F)cc2)n1
45	-1%[176 µM]	COc1cccc(Nc2ncc(-c3ccc(OC)nc3)c3c2OCC3)c1
46	17%	Cc1cnc(C(=O)N[C@@H]2CCC[C@@H]2C(=O)NCc2cccc(F)c2)cn1
47	23%	O=C(Nc1cccc2[nH]ccc12)C(=O)NC(c1ccccc1)c1ccccc1
48	-9%	CC(=O)c1ccc(NC(=O)C(C)OC(=O)C2=CN3CCS(=O)(=O)N=C3C=C2)cc1 (stereo not drawn)
49	0%[176 µM]	O=C(NC[C@H]1COCc2nc3cc(C(F)(F)F)ccc3n21)c1cccnc1
50	10%	COC1CN(C2CCN(C(=O)CC(C)C)CC2)C12CCOCC2 (stereo not drawn)

Part of the list above in order of SMILES length, largest number first.
item	12-LOX inh	Structure
42	43%	Cc1cccc(-n2nc(-c3c(C)nc4scc(CC(=O)NCCC(C)C)n4c3=O)cc2C)c1
43	41%[activator]	Cc1cc(C)n(CCC(=O)N2C[C@@H](CO)[C@H](c3nc(C)no3)C2)n1
32	6%	CCN(C(=O)CN1C(=O)C(c2ccccc2)=NC12CCCCC2)c1cccc(C)c1
44	?	Nc1nc(COc2ccccc2C(=O)NCc2ccccc2)nc(Nc2ccc(F)cc2)n1
47	23%	O=C(Nc1cccc2[nH]ccc12)C(=O)NC(c1ccccc1)c1ccccc1
29	0%	O=c1[nH]c(SCc2ccc(F)cc2)nc2c1cnn2CCO

More entries.
item	12-LOX inh	Structure
51	6%	Cc1ccc(CN2CCC3(CC2)CCN(C2CCOCC2)CC3CO)s1 (stereo not drawn)
52	9%	CC(C)CC(=O)N1CCC(N2CC(OCC3CC3)C23CCOCC3)CC1 (stereo not drawn)
53	47%[activator]	CS(=O)(=O)Nc1ccc(C2(C(=O)NCc3cccc(Cl)c3)CCCCC2)cc1
54	14%[176 µM]	N#CC1CCN(C(=O)C2CN(c3ccccc3)C(=O)N2)CC1 (stereo not drawn)
55	24%	Cc1ccc(C(=O)N2CC(c3nnc(C(C)C)o3)C3(CCOCC3)C2)cc1 (stereo not drawn)
56	?	CCOc1ccccc1-c1cc(C(=O)OC)c2ccccc2n1
57	12%	Cc1noc(C)c1Cc1c(C(=O)NCCn2c(C)cnc2C2CC2)noc1C
58	-15%	CC(O)CNS(=O)(=O)c1ccc(Oc2ccc(S(=O)(=O)NCC(C)O)cc2)cc1 (stereo not drawn)
59	15%	COc1ccc(-c2ccc3nnc(CNC(=O)c4cccc(OC(F)(F)F)c4)n3n2)cc1
60	49%[activator]	COc1ccc(NC(=O)N2CCC3(CCNCC3)C2)cc1
61	7%	O=C(Nc1cccc(F)c1)Nc1cccc(-c2ccc(N3CCCCC3)nn2)c1
62	40%[activator]	Cc1nc(COc2ccc(C(=O)N3CCc4ccccc43)cc2)no1
63	?	CNC(=O)NC(=O)C(c1ccccc1)N(C)Cc1ccccc1 (stereo not drawn)
64	-6%	NC(=O)c1nn(CC(=O)Nc2ccccc2OC(F)F)c(=O)c2ccccc12
65	4%[6.33 µM]	O=C(C1CC1)N1CCCC2(CN[S+](=O)([O-])c3cccnc3O2)C1 (stereo not drawn)
66	1%	COCCNC(=O)CCc1ncc(-c2ccc(C)c(C)c2)o1
67	-45%	O=C(OCCOc1ccccc1Cl)c1ccccc1Sc1ccc(C(F)(F)F)cc1[N+](=O)[O-]
68	-53%	CCOc1ccc(C(=O)N2CCN(c3oc(-c4ccco4)nc3C#N)CC2)cc1
69	12%	S=C1NC[C@H](Cc2ccccc2)N1CC1CCN(CCCC2CCCCC2)CC1
70	-3%	CN(C)S(=O)(=O)N1CCN(C(=O)Cn2nc3c(cc2=O)CCCC3)CC1
71	42%[activator]	CC(C)CN1CCN(C(=O)CCC[C@@H]2[C@H]3CCCN4CCC[C@@H](CN2Cc2cccnc2)[C@@H]34)CC1
72	?	Cc1ccc2cc(C(=O)N(C)Cc3ccc(C)o3)[nH]c2c1
73	?	Cc1ccc(C2NC(=O)N(CC(=O)Nc3cc(F)cc(F)c3)C3=C2C(=O)OC3)cc1 (stereo not drawn)
74	?	O=Cc1cccn1-c1cccc(Cl)c1
75	5%	CCCCCCn1nc(C(=O)NCc2ccc(C(=O)OC)cc2)c2ccccc2c1=O
76	?	CCc1cc(=O)n(CC(=O)Nc2ccc(N(C)C)cc2)c(-c2cccc(F)c2)n1
77	15%	Cc1ccc(F)cc1S(=O)(=O)N[C@@H]1CN(c2ncccn2)C[C@H]1CN(C)C
78	38%	COCCNC(=O)[C@H]1C[C@H](Oc2ccccc2)CN1S(=O)(=O)c1ccc(OC)cc1
79	?	CN1NC2(CCCCC2)NC1=S
80	-19%	CCCCNC(=O)c1nc2cc(C)c(C)cc2nc1-c1cccc(C(F)(F)F)c1
81	-31%	CCn1nc(C(=O)Nc2cc(Cl)c(N)c(Cl)c2)c2ccccc2c1=O
82	7%[176 µM]	O=C1[C@@H]2C[C@@H](CN2C(=O)c2ccno2)Oc2ccccc2N1CC1CC1
83	-26%	O=C(NCCc1ccc(Cl)cc1)Nc1ccc(Cl)cc1F
84	139%[activator]	COc1cccc(Cn2c(=O)c(-c3cccs3)nc3cnc(N(C)C)nc32)c1
85	-27%	O=C1CCC2(CCN(C(=O)C3CCOCC3)CC2)CN1CCc1ccncc1
86	47%[activator]	CNC1CCc2nn(CC3CC3)c(=O)n2CC1 (stereo not drawn)
87	28µM*	Cn1c(SCC(=O)c2cc3cc(Cl)ccc3o2)nnc1-c1cccnc1
88	-5%[6.33 µM]	CC(=O)N1Cc2ccccc2CC2(CCN(Cc3ccccn3)C2)C1 (stereo not drawn)
89	-9%	COc1ccc(C(=O)Nc2cc3c(cc2C#N)OCO3)cc1S(=O)(=O)N1CCCCC1
90	-6%	COc1ccc(C(C(=O)Nc2ccc(F)cc2)N2CCN(C(=O)c3ccco3)CC2)cc1 (stereo not drawn)
91	8%	COc1cc(CNCc2cc3ccc(F)cc3nc2N2CCOCC2)cc(OC)c1OC
92	?	N#C/C(=C/c1cccc(OCc2cccc(C#N)c2)c1)c1ccc(C(F)(F)F)cn1
93	48%[activator]	COc1ccc(-c2onc(C)c2C(=O)NCCc2cccs2)cc1
94	?	O=C(c1ccccc1Cl)[C@@H]1[C@@H]2CCCN2[C@]2(C(=O)Nc3ccccc32)[C@@]12C(=O)Nc1ccccc12
95	-1%	O=C(Nc1ccc(Cl)cc1)c1nccnc1-c1nc2ccccc2s1
96	48%	O=C(NCCC(c1ccccc1)c1ccccc1)c1ccc[n+]([O-])c1
97	15%	CCCCOCCCNC(=O)CCC(=O)NC(C)(C)C
98	56%[activator]	CCN(Cc1ccncc1)C(=O)c1ccc2c(c1)C(O)CCCCCN2C (stereo not drawn)
99	8%	O=C(NNC(=O)C1CCCC1)c1cccc([N+](=O)[O-])c1
100	1%	Cc1ccc2c(COC(=O)c3cc(S(=O)(=O)N(C)C)ccc3N3CCOCC3)cc(=O)oc2c1

Excerpt, entries 76 to 77
item	12-LOX inh	Structure
76	?	CCc1cc(=O)n(CC(=O)Nc2ccc(N(C)C)cc2)c(-c2cccc(F)c2)n1
77	15%	Cc1ccc(F)cc1S(=O)(=O)N[C@@H]1CN(c2ncccn2)C[C@H]1CN(C)C

Going on with the list:
item	12-LOX inh	Structure
101	?	O=C1CC(c2ccccc2)N(Cc2cn[nH]c2-c2cccs2)CCCCCN1 (stereo not drawn)
102	-6%	CCc1ccc(C(=O)NC(C)(C)c2cn([C@H]3CN[C@H](C(=O)NC)C3)nn2)cc1
103	-2%	CC(=O)Nc1ccc(/C(C)=N\OCC(=O)NC(C)c2ccccc2)cc1 (stereo not drawn)
104	?	O=C1CCCN1CCCn1ccnc1-c1cc2n(n1)CCCNC2
105	-7%	CCCN(CCC)S(=O)(=O)NC1CCN(c2ncccn2)CC1
106	?	COc1ccc2nc3n(c2c1)[C@@H](CNS(=O)(=O)Cc1ccccc1)COC3
107	-10%	O=C(Nc1oc2ccc(Cl)cc2c(=O)c1-c1ccccc1)c1cccs1
108	12%	CNS(=O)(=O)c1ccc(C2CC(=O)Nc3cc(O)c(OC)cc32)cc1 (stereo not drawn)
109	?	COc1ccc2c3n(nc2c1)C(C)CN=C3c1ccc(Cl)cc1 (stereo not drawn)
110	12%	CCCCC(=O)NC1CCN(c2cn[nH]c(=O)c2)CC1
111	-12%	CCCCCn1c(N2CCN(Cc3ccccc3C)CC2)nc2c1c(=O)[nH]c(=O)n2C
112	9%	CCc1noc(-c2cn(C3CCCN(C(=O)COc4ccccc4)C3)nn2)n1 (stereo not drawn)
113	1%[176 µM]	COc1ccccc1CNC[C@H]1O[C@H](Cc2cc(CN(C)C)on2)CC[C@@H]1O
114	3%	CCOC(CNC(=O)c1ccc2c(c1)ncn2-c1ccc(OC)cc1)OCC

12-LOX inh, entries above that show a hit.
item	12-LOX inh	Structure
87	28µM*	Cn1c(SCC(=O)c2cc3cc(Cl)ccc3o2)nnc1-c1cccnc1

From PubChem BioAssay

The list is partial, so the mix of outcomes need not match the whole.
